Rat MKP-3 inhibitors: inhibition of rat DUSP6 enzyme activity – biochemical, in vitro, primary screen (AID 425) | 0.17% of 110,000 active | recombinant MKP-3 phosphatase activity, fluorescence; higher % means a stronger effect | one-dose inhibition, % at 20 µM; IC50 in µM for titrated hits; in the data active means inhibition above about 50%;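 further: plate controls were vehicle for no effect and reference inhibitor for full effect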
Hsp70 displacement: Hsp70 inhibitors, probe displacement, primary screen, biochemical, fluorescence polarization (AID 583); Hsp70 fluorescence polarization probe displacement, mP; higher % means a stronger effect; displacement, % at 20 µM; hits with a dose series show IC50 in µM; 0.06% of 140,000 active; in the data active means displacement above about 50%;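 further: plate controls were vehicle for no effect and reference ligand for full effect; a part of the inactive calls stands beside numbers as strong as those of hits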
Starred values were filed as active, the others as inactive; · = no result given. This is a subset; the hit share may differ from the screen's.

cpd	Structure	Rat MKP-3 inhibitors	Hsp70 displacement
1	Cc1ccc(S(=O)(=O)NN2C(=O)/C(=C/c3ccc(Cl)cc3Cl)SC2=S)cc1	0%	3.7%
2	Cc1cccc2c1NC(=O)/C2=C\C(=O)c1cccs1	·	3.2%
3	O=C(Nc1c(-c2cccs2)nc2ccccn12)c1ccc(Cl)cc1	2%	0.7%
4	COC(=O)C1=C(C)NC2=C(C(=O)c3ccccc32)C1c1cc(OC)c(OC)c(OC)c1 (stereo unspecified)	-1%	-7.1%
5	CC[C@]1(O)C[C@@H]2CN(CCc3c([nH]c4ccccc34)[C@@](C(=O)OC)(c3cc4c(cc3OC)N(C)[C@H]3[C@@](O)(C(=O)OC)[C@H](OC(C)=O)[C@]5(CC)C=CCN6CC[C@]43[C@@H]65)C2)C1	-1%	·
6	CCCCOc1ccc(CC(=O)NO)cc1	-2%	-0.2%
7	CCn1cc(C(=O)O)c(=O)c2cc(F)c(N3CCNCC3)nc21	-4%	7.9%
8	C[C@@H]1C[C@H]2[C@@H]3C[C@H](F)C4=CC(=O)C=C[C@]4(C)[C@@]3(F)[C@@H](O)C[C@]2(C)[C@@]1(O)C(=O)COC(=O)C(C)(C)C	-4%	3.9%

A second format for some results above:
1: Cc1ccc(S(=O)(=O)NN2C(=O)/C(=C/c3ccc(Cl)cc3Cl)SC2=S)cc1
  Rat MKP-3 inhibitors: 0%
  Hsp70 displacement: 3.7%
4: COC(=O)C1=C(C)NC2=C(C(=O)c3ccccc32)C1c1cc(OC)c(OC)c(OC)c1 (stereo unspecified)
  Rat MKP-3 inhibitors: -1%
  Hsp70 displacement: -7.1%
5: CC[C@]1(O)C[C@@H]2CN(CCc3c([nH]c4ccccc34)[C@@](C(=O)OC)(c3cc4c(cc3OC)N(C)[C@H]3[C@@](O)(C(=O)OC)[C@H](OC(C)=O)[C@]5(CC)C=CCN6CC[C@]43[C@@H]65)C2)C1
  Rat MKP-3 inhibitors: -1%
  Hsp70 displacement: ·
3: O=C(Nc1c(-c2cccs2)nc2ccccn12)c1ccc(Cl)cc1
  Rat MKP-3 inhibitors: 2%
  Hsp70 displacement: 0.7%

Assay outcomes deposited in PubChem by Sanford-Burnham Center for Chemical Genomics.
